Screening data deposited in PubChem by Broad Institute.
miR-122 sensor = miR-122 inhibition in Huh7 cells. AID 602342. Huh7 miR-122 Renilla luciferase sensor, 48 h; neutral wells = 0, positive control = 100. 0.3% of 340,000 active. activation (reporter increase), % at 12.5 µM;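 active = mean replicate activation score at least 90 and every replicate individually at or above 90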;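 note: higher luciferase means less miR-122 activity so hits act as miR-122 inhibitors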
Cneo AK release = causes C. neoformans cell lysis | 0.2% of 360,000 active | adenylate kinase release luminescence, 4 h; normalised: neutral wells 0, clomiphene wells 100 | AID 651654 | lysis activity, % at 15 µM;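 active = mean lysis activity across replicates of at least 80%, whatever share of replicates individually reach that level; inactive = mean lysis activity below 80%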
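Test system: log-phase Cryptococcus neoformans yeast cells; Quantity: yeast cell density of 5 × 10^6 cells/mL; Buffer or medium: YPD; Doses: single compound concentration per well; Timing: 4 h at 37 °C static, read 1 h later; Measured by: AK luminescence; Read-out basis: lysis from increased AK signal; Control set: Clomiphene as positive control.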
C2C12 statin = suppression of simvastatin myotoxicity. C2C12 myotubes + simvastatin, ATP luminescence, 48 h; scaled: DMSO 0, geranylgeraniol control 100. rescue of ATP level, % at 7.49 µM. 0.78% of 330,000 active;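 active = mean ATP rescue above about 67%, or every replicate alone reaching that limit, limit read from the data, passing the limit was not always enough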;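 note: myotubes were challenged with 10 µM simvastatin during compound exposure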
SIRT5 inh = sirtuin-5 (human) deacylase inhibition | Q9NXA8 | Purified SirT5, succinyl-peptide AMC, trypsin-coupled fluorescence | inhibition, % at 15 µM | 1.1% of 330,000 active | AID 652115; in the data active = inhibition above about 15%
Target sequence (Q9NXA8 whole entry, looked up): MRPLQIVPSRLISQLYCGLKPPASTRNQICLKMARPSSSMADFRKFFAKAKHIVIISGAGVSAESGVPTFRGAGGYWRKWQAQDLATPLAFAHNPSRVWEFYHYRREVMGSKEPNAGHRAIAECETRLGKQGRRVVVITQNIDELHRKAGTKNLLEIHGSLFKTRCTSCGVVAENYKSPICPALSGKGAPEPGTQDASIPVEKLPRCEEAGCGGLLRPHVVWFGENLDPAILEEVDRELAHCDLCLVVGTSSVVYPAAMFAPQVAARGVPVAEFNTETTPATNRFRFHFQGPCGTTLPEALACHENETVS
esBAF inh = SWI/SNF esBAF complex inhibition; AID 602393; 2% of 350,000 active; reporter increase, % at 12.5 µM; mouse ES cells, Bmi1-luciferase knock-in reporter, 24 h; 100% = twice the neutral-well signal; in the data active = activation above about 40%;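 note: 0% = median of the plate's neutral control wells and 100% = double that signal; a rise in the Bmi1 reporter signal indicates esBAF inhibition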
ARNT TACC3 PPI = ARNT/TACC3 interaction disruption; Q9Y6A5; AlphaScreen His-ARNT PAS-B/GST-TACC3 binding, luminescence; TACC3 fragment carries E629A point mutation; inhibition, % at 9.99 µM; 0.66% of 390,000 active;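 active = mean inhibition of replicates at least 50% and at least half of replicates each reaching 50%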;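 note: 0% = complete ARNT plus TACC3 wells and 100% = ARNT alone without TACC3; many hits fall short of the cut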
ERp5 inh = blocks human ERp5 reductase activity on insulin. AID 651711. 0.05% of 350,000 active. ERp5 insulin aggregation, absorbance 650 nm, 90 min. inhibition, % at 9.99 µM. Q15084;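 active = mean replicate inhibition above about 25%, with every replicate also reaching it, limit read from the data, passing the limit was not always enough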
Target sequence (Q15084 whole entry, looked up): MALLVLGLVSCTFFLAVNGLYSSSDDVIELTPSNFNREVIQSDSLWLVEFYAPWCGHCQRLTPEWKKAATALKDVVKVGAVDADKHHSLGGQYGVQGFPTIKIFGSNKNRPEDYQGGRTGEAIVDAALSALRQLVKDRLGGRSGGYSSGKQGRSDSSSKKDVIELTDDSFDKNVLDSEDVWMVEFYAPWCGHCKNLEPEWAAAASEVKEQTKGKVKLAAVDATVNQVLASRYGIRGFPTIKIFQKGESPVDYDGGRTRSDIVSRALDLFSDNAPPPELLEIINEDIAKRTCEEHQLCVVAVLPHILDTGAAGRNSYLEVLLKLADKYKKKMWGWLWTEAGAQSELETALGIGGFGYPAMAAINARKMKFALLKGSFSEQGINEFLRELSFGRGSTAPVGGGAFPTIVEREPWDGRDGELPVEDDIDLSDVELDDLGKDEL
Active calls of the source: *; [ ] = remark or other dose. No enrichment for hits; 4% or so of the library scored in one or more.

COC(=O)C(c1cc(OC)c(O)c(OC)c1)(N1CCNC(C)C1)C(F)(F)F (stereo not drawn) was read as miR-122 sensor -2, Cneo AK release 0, C2C12 statin 20, esBAF inh -3 and ARNT TACC3 PPI 3.
C[C@H](O)C#Cc1ccc2c(c1)O[C@@H](CN(C)C)[C@H](C)CN([C@@H](C)CO)S2(=O)=O was read as miR-122 sensor 0[16.7 µM], Cneo AK release -1, C2C12 statin 0, SIRT5 inh 3, esBAF inh 0, ARNT TACC3 PPI -2 and ERp5 inh -3.
`O=C(NNc1cccc(Cl)n1)c1ccc(Cl)nc1` gave SIRT5 inh 0, ARNT TACC3 PPI -1 and ERp5 inh -1.
For Cc1cc([N+](=O)[O-])c(C)cc1-c1ccc(/C=N/n2cnnc2)o1 the results were miR-122 sensor -4, Cneo AK release -1, C2C12 statin -20, SIRT5 inh 0, esBAF inh -8, ARNT TACC3 PPI -9 and ERp5 inh 3.
Screening Cc1cc(C)c(S(=O)(=O)NC(CC(=O)O)c2cccc([N+](=O)[O-])c2)c(C)c1 (stereo not drawn) returned miR-122 sensor -3, Cneo AK release -3, C2C12 statin -1, SIRT5 inh 4, esBAF inh -3, ARNT TACC3 PPI -6 and ERp5 inh -3.
CCCCN(C(=O)c1ccc([N+](=O)[O-])s1)c1c(N)n(CC(C)C)c(=O)[nH]c1=O was read as miR-122 sensor -3, C2C12 statin 13, SIRT5 inh 0, esBAF inh -1, ARNT TACC3 PPI -9 and ERp5 inh 0.
Screening CC(=O)NS(=O)(=O)c1ccc(Nc2ccc([N+](=O)[O-])c3nonc23)cc1 returned SIRT5 inh 5, ARNT TACC3 PPI 7 and ERp5 inh 1.
For N=c1c[n+](-c2ccc(Cl)cc2)[n-]o1 the results were miR-122 sensor 0, Cneo AK release 0, C2C12 statin 20, esBAF inh -5 and ARNT TACC3 PPI -6.
For O=C(CN1CCOCC1)N1CC[C@@H]2[C@H](CO)Nc3ccc(Br)cc3[C@@H]21 the results were miR-122 sensor -2[16.7 µM], Cneo AK release -14, C2C12 statin 0, esBAF inh 11 and ARNT TACC3 PPI -3.
For COc1ccc(Cn2c(=O)cc(N)n(-c3ccccc3C)c2=O)cc1 the results were miR-122 sensor 12, Cneo AK release 2, SIRT5 inh -2 and ERp5 inh 2.
Screening CCc1n[nH]c2c1/C(=N\O)CC(C)(C)C2 returned miR-122 sensor -1, Cneo AK release 3, C2C12 statin -2, esBAF inh -11 and ARNT TACC3 PPI -4.
Screening COc1cc(C(O)c2nc(-c3ccc(F)cc3OC)cs2)ccc1F (stereo not drawn) returned miR-122 sensor -7, Cneo AK release -2, C2C12 statin 8, SIRT5 inh -5, esBAF inh -7 and ERp5 inh 2.
`CCOC(=O)c1cnc(-c2ccccc2)nc1C(F)(F)F` gave miR-122 sensor -7, Cneo AK release -1, C2C12 statin 7, SIRT5 inh -7, esBAF inh 31, ARNT TACC3 PPI 5 and ERp5 inh -6.
For Cc1c(NC(=O)c2cccs2)cccc1[N+](=O)[O-] the results were Cneo AK release 0, SIRT5 inh -1, esBAF inh 12, ARNT TACC3 PPI 2 and ERp5 inh -4.
`O=C(CCN1CCCCC1)N[C@H]1CC[C@H](CC(=O)N2CCC(Cc3ccccc3)CC2)O[C@H]1CO` gave miR-122 sensor -6[16.7 µM], Cneo AK release 8, C2C12 statin -7, SIRT5 inh 6, esBAF inh 3, ARNT TACC3 PPI -7 and ERp5 inh -2.
`CC1CC(C)CN(CCOCCSc2ccc(Cl)cc2)C1` (stereo not drawn) gave SIRT5 inh 2, ARNT TACC3 PPI -10 and ERp5 inh 0.
COc1ccccc1NC(=O)N[C@H]1CC[C@@H](CCNS(=O)(=O)c2ccc(Cl)cc2)O[C@H]1CO was read as Cneo AK release -2, C2C12 statin 5, SIRT5 inh 2, esBAF inh 8, ARNT TACC3 PPI 3 and ERp5 inh 5.
`COc1ccc(NC(C)=O)cc1CP(=O)(c1ccccc1)c1ccccc1` gave miR-122 sensor -3, Cneo AK release 2, C2C12 statin 16, SIRT5 inh -3, esBAF inh -4, ARNT TACC3 PPI 11 and ERp5 inh -2.
Cc1cc(F)ccc1C(O)c1ncc(-c2ccccc2F)[nH]1 (stereo not drawn) was read as miR-122 sensor 112*, Cneo AK release -2, C2C12 statin 3, SIRT5 inh -3, esBAF inh 21 and ERp5 inh 1.
For CCSc1ncc(/C=N/Nc2ccc(F)cc2)n1C the results were miR-122 sensor 6, Cneo AK release 0, C2C12 statin -24, esBAF inh 2 and ARNT TACC3 PPI 12.

Compounds above that have four or more nitrogen atoms:
`O=C(NNc1cccc(Cl)n1)c1ccc(Cl)nc1` gave SIRT5 inh 0, ARNT TACC3 PPI -1 and ERp5 inh -1.
For Cc1cc([N+](=O)[O-])c(C)cc1-c1ccc(/C=N/n2cnnc2)o1 the results were miR-122 sensor -4, Cneo AK release -1, C2C12 statin -20, SIRT5 inh 0, esBAF inh -8, ARNT TACC3 PPI -9 and ERp5 inh 3.
CCCCN(C(=O)c1ccc([N+](=O)[O-])s1)c1c(N)n(CC(C)C)c(=O)[nH]c1=O was read as miR-122 sensor -3, C2C12 statin 13, SIRT5 inh 0, esBAF inh -1, ARNT TACC3 PPI -9 and ERp5 inh 0.
Screening CC(=O)NS(=O)(=O)c1ccc(Nc2ccc([N+](=O)[O-])c3nonc23)cc1 returned SIRT5 inh 5, ARNT TACC3 PPI 7 and ERp5 inh 1.
For CCSc1ncc(/C=N/Nc2ccc(F)cc2)n1C the results were miR-122 sensor 6, Cneo AK release 0, C2C12 statin -24, esBAF inh 2 and ARNT TACC3 PPI 12.

(next part)
Screening O=C1COc2ccc(C(=O)COC(=O)c3ccc(S(=O)(=O)C(F)F)cc3)cc2N1 returned miR-122 sensor -8, Cneo AK release 0, C2C12 statin -5, SIRT5 inh 1, esBAF inh 4, ARNT TACC3 PPI -24 and ERp5 inh 3.
For O=C(C[C@@H]1CC[C@@H]2[C@H](COC[C@H](O)CN2C(=O)Nc2cccc(F)c2)O1)NCc1ccccc1Cl the results were miR-122 sensor -2[16.7 µM], Cneo AK release -2, C2C12 statin 0, SIRT5 inh 1, esBAF inh 27, ARNT TACC3 PPI -10 and ERp5 inh -1.
For CCOC(=O)C1=C(C)NC(=O)NC1c1cccnc1 (stereo not drawn) the results were miR-122 sensor -1, Cneo AK release 1, C2C12 statin -18, esBAF inh -11 and ARNT TACC3 PPI -8.
For COc1cccc(S(=O)(=O)N(C)C[C@H]2OCc3cn(nn3)CCCC(=O)N([C@@H](C)CO)C[C@H]2C)c1 the results were miR-122 sensor -3[16.7 µM], C2C12 statin 10 and esBAF inh 3.
Screening Cc1ccc(OC(C)C(=O)Nc2ccccc2C(=O)NCc2cccnc2)cc1C (stereo not drawn) returned miR-122 sensor -1, Cneo AK release 0, C2C12 statin -4, SIRT5 inh 0, esBAF inh -4, ARNT TACC3 PPI -1 and ERp5 inh 0.
O=C(NCCSc1c(-c2ccccc2)[nH]c2ccccc12)c1cc2ccccc2oc1=O was read as miR-122 sensor 6, Cneo AK release -1, C2C12 statin 2, SIRT5 inh -3, esBAF inh 3, ARNT TACC3 PPI 7 and ERp5 inh 1.
`COc1ccc(S(=O)(=O)N(C)C[C@H]2Oc3c(NC(=O)Nc4ccc5c(c4)OCO5)cccc3C(=O)N([C@H](C)CO)C[C@H]2C)cc1` gave miR-122 sensor -2[16.7 µM], Cneo AK release -2, SIRT5 inh -2, esBAF inh -2, ARNT TACC3 PPI -1 and ERp5 inh 7.
Screening O=C(COC(=O)CC(c1ccccc1)c1ccccc1)NCc1ccc(Cl)cc1 returned miR-122 sensor 0, Cneo AK release 4, SIRT5 inh -2, ARNT TACC3 PPI -4 and ERp5 inh 2.
`N#Cc1cccc(NC(=O)c2cc(C3CCCCN3C(=O)CCCc3ccccc3)on2)c1` (stereo not drawn) gave miR-122 sensor 5, Cneo AK release 3, C2C12 statin 33, esBAF inh -7 and ERp5 inh 0.
COc1ccc(NC(=O)COc2cccc3c2OC(C)(C)C3)c(OC)c1 was read as miR-122 sensor 7, Cneo AK release -7, C2C12 statin 3, SIRT5 inh -3, esBAF inh 10, ARNT TACC3 PPI -3 and ERp5 inh 2.
C[C@@H](O)C#Cc1ccc([C@@H]2[C@H](CO)N3CCCCN(S(=O)(=O)c4ccccc4)C[C@@H]23)cc1 was read as miR-122 sensor 1[16.7 µM], Cneo AK release 0, SIRT5 inh -1, ARNT TACC3 PPI 1 and ERp5 inh -3.
`CCn1cc(/C=N/NS(=O)(=O)c2ccc(C)cc2)c(C)n1` gave miR-122 sensor -4, Cneo AK release 0, C2C12 statin 3, esBAF inh -4 and ARNT TACC3 PPI 13.
CC(NC(=O)c1ccco1)C(=O)OCC(=O)c1ccc(Cl)s1 (stereo not drawn) was read as miR-122 sensor -2, SIRT5 inh 1, ARNT TACC3 PPI -1 and ERp5 inh 5.
Cc1ccc(C2=NNC(C(O)C(O)C(O)C(O)CO)S2)cc1 (stereo not drawn) was read as miR-122 sensor 0, Cneo AK release -3, C2C12 statin 1, esBAF inh 13 and ARNT TACC3 PPI -3.
CCC1(C)N(O)C(C)(C)C(c2ccc(F)cc2)=[N+]1[O-] (stereo not drawn) was read as miR-122 sensor 4, Cneo AK release 1, C2C12 statin -6, esBAF inh -4 and ARNT TACC3 PPI 11.
Screening CC(C)(C)C(=O)COC(=O)c1cccc(NC(=O)c2ccco2)c1 returned miR-122 sensor -4, Cneo AK release 0, C2C12 statin 3, esBAF inh 18 and ARNT TACC3 PPI -5.
Screening CC(=O)C1C=CC(C)(C(=O)O)C2C=C(C)C(=O)C(C)(O)C12 (stereo not drawn) returned miR-122 sensor -8, Cneo AK release 0, C2C12 statin 0, esBAF inh -6, ARNT TACC3 PPI -6 and ERp5 inh 3.
`O=C(CCC1CCCCC1)NCCN1C2=NC[C@@H](Cc3ccccc3)N2C[C@H]1Cc1ccc(O)cc1` gave miR-122 sensor 28, Cneo AK release 0, C2C12 statin -30, SIRT5 inh -3, esBAF inh -4, ARNT TACC3 PPI 15 and ERp5 inh 3.
`CNC(=O)N(O)C1N(NC(=O)Nc2cccc3ccccc23)C(=S)SC1(C)C` (stereo not drawn) gave SIRT5 inh 0, ARNT TACC3 PPI 3 and ERp5 inh 3.
`CCOCCOc1cccc(C(=O)NC(c2ccccc2)C(C)C)c1` (stereo not drawn) gave SIRT5 inh -3, ARNT TACC3 PPI 3 and ERp5 inh 3.
Screening O=C(Cc1ccccc1[N+](=O)[O-])NNC(=O)c1cccs1 returned miR-122 sensor -6, Cneo AK release 0, C2C12 statin -4, SIRT5 inh 0, esBAF inh -1 and ARNT TACC3 PPI -1.
Screening CCc1nc2c(OCc3ccccc3C)cccn2c1N(C)C(=O)c1ccc(C)cc1 returned miR-122 sensor -1, Cneo AK release 2, C2C12 statin -42, SIRT5 inh 3, esBAF inh -1 and ERp5 inh -1.
Screening O=C(Nc1ccc(F)cc1)N1CCCCN2[C@H](C1)[C@H](c1ccc(C#CC3CC3)cc1)[C@@H]2CO returned miR-122 sensor 2[16.7 µM], Cneo AK release 1, C2C12 statin -8, SIRT5 inh -1, esBAF inh 2, ARNT TACC3 PPI 10 and ERp5 inh 7.
`COc1cc2c(cc1OC)C(C)N(C(=O)Cn1ncc3c1-c1ccccc1OC3)CC2` (stereo not drawn) gave miR-122 sensor -2, Cneo AK release 0, C2C12 statin -6, esBAF inh 4, ARNT TACC3 PPI 4 and ERp5 inh -1.
Screening COc1ccc(NC(=S)N(CCN(C)C)C(C)c2ccco2)cc1Cl (stereo not drawn) returned miR-122 sensor -1, Cneo AK release 1, SIRT5 inh -3, ARNT TACC3 PPI 2 and ERp5 inh 8.
`Cc1ccc(C)c(Cn2c(O)c(N=NC(=S)Nc3ccccc3F)c3ccccc32)c1` gave SIRT5 inh -4, ARNT TACC3 PPI 0 and ERp5 inh 1.
For Cc1c(C(=O)N/N=C/c2ccncc2)no[n+]1[O-] the results were miR-122 sensor -3, Cneo AK release 0, C2C12 statin 4, SIRT5 inh 1, esBAF inh -4, ARNT TACC3 PPI 69* and ERp5 inh 2.
